ARFGAP1 inh – inhibitors of rat ARFGAP1; AID 651572; Arfgap1-stimulated ARF1 GTP hydrolysis, GDP FP detection; 360,000 tested, 0.26% active; Q62848; inhibition, % at 16.5 µM;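 active = inhibition above a per-plate limit, mean inhibition of low control wells plus 3 SD, cut at about 25% in these data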;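 note: 0% = DMSO wells with enzyme and 100% = wells lacking Arfgap1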
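Material – truncated rat Arfgap1 GAP domain · Buffer or medium – HEPES-based buffer, pH 7.5 · Reagent – human ARF1(Δ1-17)-GTP substrate · Dosing – 16.5 µM single point, 1.26% DMSO · Schedule – GTP hydrolysis reaction 2 h at 25 °C · Technique – GDP detection by fluorescence polarization · Benchmarks – No-Arfgap1 wells (100%) versus DMSO full-reaction wells (0%) · Repeats – single replicate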
ADAM17 inh – inhibitors of human ADAM17; P78536; recombinant ADAM17, EDANS/DABCYL FRET peptide cleavage; inhibition, % at 6.95 µM; 370,000 tested, 0.83% active; AID 720648;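 active = inhibition above the mean of compounds lying between control limits plus 3 SD, set per campaign, cut at about 8.5% in these data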;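 note: 0% = DMSO-only wells as the low control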
ADAM10 inh – inhibitors of human ADAM10; O14672; recombinant ADAM10, EDANS/DABCYL FRET peptide cleavage, 3 h; inhibition, % at 7 µM; 370,000 tested, 0.62% active;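 active = inhibition above a per-campaign cutoff equal to the mean of compounds falling between control-based bounds plus 3 SD, cut at about 20% in these data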;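 note: 0% = DMSO wells while the 100% control is not disclosed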
Target sequence (O14672 214-748 limits assumed): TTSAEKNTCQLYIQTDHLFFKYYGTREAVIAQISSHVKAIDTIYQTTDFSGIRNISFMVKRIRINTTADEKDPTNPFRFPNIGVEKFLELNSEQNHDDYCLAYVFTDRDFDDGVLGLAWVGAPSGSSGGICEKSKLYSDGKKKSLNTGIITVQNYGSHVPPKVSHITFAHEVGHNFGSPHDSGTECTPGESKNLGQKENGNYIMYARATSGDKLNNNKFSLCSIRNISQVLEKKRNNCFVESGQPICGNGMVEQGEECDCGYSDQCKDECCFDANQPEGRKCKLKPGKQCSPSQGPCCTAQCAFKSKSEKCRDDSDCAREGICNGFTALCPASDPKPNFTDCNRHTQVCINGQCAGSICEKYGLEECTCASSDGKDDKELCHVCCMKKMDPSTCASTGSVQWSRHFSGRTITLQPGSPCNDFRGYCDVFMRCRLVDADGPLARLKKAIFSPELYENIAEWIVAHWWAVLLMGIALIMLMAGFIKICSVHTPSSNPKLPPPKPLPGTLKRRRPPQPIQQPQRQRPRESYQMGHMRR
SIAE inh – human SIAE inhibition, primary screen; Q9HAT2; SIAE FP-Rh probe binding, fluorescence polarization; inhibition, % at 9.66 µM; 370,000 tested, 0.69% active;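 active = inhibition above a cutoff: mean of compounds within the control limits plus 3 SD of those, cut at about 17% in these data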;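 note: 0% = plate median of compound wells and 100% = probe without SIAE protein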
PLC-gamma1 inh – inhibitors of human phospholipase C gamma1; P19174; purified PLC-gamma1, fluorogenic substrate, fluorescence; inhibition, % at 12.2 µM; 370,000 tested, 0.84% active; AID 720700; in the data active = inhibition above about 9.5%
DDE Tn7 FP inh – disrupts Tn7 cyclic peptide binding to fibrin D-Dimer-E complex; inhibition, % at 8.3 µM; FP displacement of FITC-Tn7 peptide from fibrin DD(E); 0% = median of compound wells per plate; AID 720508; 370,000 tested, 0.13% active;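 active = inhibition above the mean of compounds falling within the control limits plus 3 SD of them, cut at about 14% in these data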;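 note: 0% = plate median of compound wells and 100% = 10 µM Aha-Tn7 peptide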
Target sequence (P02675 whole entry, looked up): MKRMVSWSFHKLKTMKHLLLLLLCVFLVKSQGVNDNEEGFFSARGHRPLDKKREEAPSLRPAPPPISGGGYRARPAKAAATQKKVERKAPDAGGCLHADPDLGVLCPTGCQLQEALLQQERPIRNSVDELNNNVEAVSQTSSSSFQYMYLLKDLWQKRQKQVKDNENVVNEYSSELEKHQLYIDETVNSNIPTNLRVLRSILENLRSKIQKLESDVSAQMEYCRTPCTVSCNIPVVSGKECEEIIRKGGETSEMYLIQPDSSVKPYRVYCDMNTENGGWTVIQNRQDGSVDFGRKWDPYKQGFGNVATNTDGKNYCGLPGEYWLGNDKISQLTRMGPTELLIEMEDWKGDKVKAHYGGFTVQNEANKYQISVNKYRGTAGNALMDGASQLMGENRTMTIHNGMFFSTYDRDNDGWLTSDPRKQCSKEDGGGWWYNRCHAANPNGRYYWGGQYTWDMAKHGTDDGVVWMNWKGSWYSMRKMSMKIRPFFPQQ
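System: human fibrin DD(E); quantity: Fibrin-DD(E) at 2 µM final; also added: fluorescent Tn7 probe at 0.1 µM; compound dosing: single nominal test concentration of 8.3 µM per compound; schedule: 10 min preincubation, 3 h with tracer, room temperature; detection: fluorescence polarization of the labelled Tn7 tracer; repeats: one replicate per compound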
ASAP1 inh – blocks human ASAP1-stimulated Arf1 GTP hydrolysis. Q9ULH1. GDP FP detection. inhibition, % at 16.5 µM. 360,000 tested, 0.19% active. AID 624377; in the data active = inhibition above about 25%;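 note: 0% = vehicle with enzyme and substrate and 100% = no enzyme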
PLC-beta3 inh – PLC-beta3 (human) inhibition, primary screen. Q01970. Purified PLC-beta3, fluorogenic substrate, fluorescence. inhibition, % at 12.2 µM. 370,000 tested, 0.18% active; in the data active = inhibition above about 11%;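 note: 0% = median of compound wells on plate and 100% = full blocker control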
DDE Tn6 FP inh – DD(E)-Tn6 binding inhibition, primary FP screen; P02675; Fibrin DD(E) TRITC-Tn6 fluorescence polarization displacement; inhibition, % at 8.3 µM; 370,000 tested, 0.21% active;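 active = inhibition above a per-campaign cutoff: mean of compounds within control limits plus 3 SD, cut at about 15% in these data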;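 note: 0% = median of all compound wells on the plate and 100% = blocking peptide control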
TDP2 absorb – blocks human TDP2 phosphodiesterase activity; O95551; recombinant TDP2, T5PNP hydrolysis, p-nitrophenol absorbance 415 nm; inhibition, % at 12.8 µM; 370,000 tested, 0.34% active; AID 720702;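 active = inhibition above the mean of all tested compounds plus 3 SD, set per campaign, cut at about 25% in these data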;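 note: 0% = DMSO with enzyme and 100% = buffer with substrate but no TDP2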
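Evaluation: % inhibition relative to enzyme-containing and enzyme-free wells. Material: recombinant human TDP2. Benchmarks: enzyme-free and DMSO wells. Timing: enzyme reaction with compound for 2 h at 37 °C. Compound dosing: 12.8 µM only. Measured by: p-Nitrophenol epi absorbance. Reagent: T5PNP substrate at 5 mM, a TopII-DNA adduct mimic. Replication: single well per compound.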
Starred values were filed as active, the others as inactive; · = not tested or not shown.

# | smiles | ARFGAP1 inh | ADAM17 inh | ADAM10 inh | SIAE inh | PLC-gamma1 inh | DDE Tn7 FP inh | ASAP1 inh | PLC-beta3 inh | DDE Tn6 FP inh | TDP2 absorb
1 | Cc1ccc(Cn2cc(CN3[C@H](c4ccccc4)COc4cc(Br)ccc4S3(=O)=O)nn2)cc1 | · | 8 | 21* | -6 | -1 | -6 | · | 0 | -1 | 0
2 | CC(=O)OC1OCCOC1NC(=S)NCc1ccco1 (stereo not given) | -9 | -2 | 0 | 9 | 3 | 1 | -11 | -6 | 4 | -2
3 | Cc1cc(OCC(=O)NC(C)C)cc(C)c1Cl | -19 | -1 | -6 | 4 | 0 | 11 | -9 | 0 | 3 | -2
4 | C[C@@H]1CC[C@@]2(O[C@@H](CCO)C[C@@H](O)[C@@H]2O)O1 | 12 | -2 | -2 | -8 | 1 | -5 | 7 | 2 | 6 | 2
5 | COCCN(CCOC)c1nc(-c2ccc(Cl)cc2)nc2ccccc12 | -3 | 1 | 16 | -1 | -14 | 5 | -15 | -28 | 4 | -17
6 | CC(Nc1ccccc1)c1cccnc1 (stereo not given) | 1 | 0 | -4 | 0 | 0 | 1 | 6 | -3 | -4 | 5
7 | COc1ccc(C2c3[nH]c4ccccc4c3C[C@H]3C(=O)N(c4ccccc4C(=O)N4CCC(C(=O)O)CC4)C(=O)N23)cc1 (stereo not given in full) | 12 | -3 | -15 | -4 | -5 | -7 | 6 | -10 | -6 | -6
8 | COc1ccc(CN2CCc3c([nH]c4ccccc34)C2)cc1Br | 14 | 1 | -10 | 1 | -38 | 2 | 6 | -35 | -6 | -10
9 | CCCCc1n[nH]c(=S)n1Cc1ccc(Cl)cc1 | -10 | 0 | 10 | 3 | 1 | 4 | 8 | 0 | 5 | -10
10 | COc1cccc(C(=O)Nc2ccccc2-c2ccccc2)c1 | 1 | 3 | 14 | -7 | 6 | -1 | 0 | -3 | 2 | -24
11 | COC(=O)C1CCN(S(=O)(=O)CCNC(=O)c2ccc3c(c2)OCO3)CC1 | 0 | -4 | -11 | 0 | 0 | 6 | 0 | -92 | 1 | 1
12 | CC(C)Cc1ccc(C(C)CC2=CCC(CN(C)C)C2=O)cc1 (stereo not given) | -8 | -3 | -14 | 3 | 2 | 6 | 3 | -5 | 8 | 1
13 | CCN(CC)S(=O)(=O)c1cc(NC(=O)Cc2ccc(S(=O)(=O)N3CCOCC3)s2)ccc1Cl | -1 | 9.9* | 3 | -42 | 2 | 0 | 4 | -14 | -14 | -4
14 | Cc1ccc(NC(=O)CN(C)C(=O)Nc2ccc(C)cc2)cc1 | 12 | -1 | -10 | -3 | 0 | 0 | 3 | -4 | 1 | 0
15 | Cc1ccc(S(=O)(=O)N2CCCC2CNC(=O)C(=O)Nc2ccccc2)cc1 (stereo not given) | -2 | 0 | -3 | 3 | 0 | -2 | -3 | -5 | -5 | -4
16 | CC(=O)OCC(=O)N1N=C(c2ccc3ccccc3c2)CC1c1ccccc1 (stereo not given) | -5 | -3 | -9 | 5 | -1 | 9 | -4 | 3 | -1 | 9
17 | CSc1ccccc1C(=O)Nc1cc([N+](=O)[O-])ccc1C | -8 | -9 | -5 | -4 | 0 | -2 | -2 | -2 | 1 | 7
18 | O=C(C1CCCN(S(=O)(=O)c2cccc3nonc23)C1)N1CCN(c2ccccc2)CC1 (stereo not given) | -3 | 0 | -3 | 4 | 1 | 2 | -3 | 3 | 6 | 5
19 | Cc1cc(NC(=O)Nc2ccc(Cl)c(Cl)c2)no1 | -15 | 4 | 8 | 0 | 1 | 11 | -1 | 1 | 6 | 9
20 | N#CC1C(=O)NC(=O)C(C#N)C12CCCC2 (stereo not given) | -3 | 0 | -10 | -3 | 0 | 1 | -2 | 1 | 6 | -3
21 | COc1ccc(C(=O)C(CCCCC(CN(C)C)C(=O)c2ccc(OC)cc2)CN(C)C)cc1 (stereo not given) | -1 | 0 | 2 | 3 | 1 | 6 | -17 | 1 | 6 | -5
22 | Cc1ccc2cc(CCNC(=O)C3CCCC3)c(=O)[nH]c2c1 | -1 | 1 | -8 | 2 | 3 | -9 | 1 | 11* | 4 | -13
23 | N#C/C(=C(/O)CO/N=C/c1ccccc1Cl)c1nc2ccccc2[nH]1 | 2 | -3 | 0 | -4 | -3 | 4 | 8 | -10 | 0 | 3
24 | O=C(C[C@H]1CC[C@@H](NS(=O)(=O)c2ccccc2)[C@@H](CO)O1)NCc1ccc(Cl)c(Cl)c1 | -6 | -1 | -1 | 0 | 1 | 8 | -10 | 1 | 4 | 3
25 | c1ccc(C2Nc3cccc4cccc(c34)N2)cc1 | 2 | -1 | 0 | 10 | -10 | 1 | -2 | -20 | -6 | -3
26 | Cc1c(N=C2NC(=O)/C(=C/c3ccc(O)cc3)S2)c(=O)n(-c2ccccc2)n1C | -10 | 2 | 4 | 0 | -22 | -2 | -10 | -25 | -7 | 9
27 | CCC(=O)Nc1ccc(-c2nnc(SCC(=O)NCC3CCCO3)n2C)cc1 (stereo not given) | -4 | 2 | 0 | -4 | 0 | 2 | -6 | -3 | -4 | 1
28 | CCCCC(=O)N(C)c1c(C)nc2ccc(C(=O)N3CCNC(=O)C3)cn12 | -7 | 0 | -6 | 1 | -3 | 0 | -1 | 1 | 6 | 1
29 | Fc1ccccc1/C=N/NC(=S)Nc1ccc(Cl)cc1Cl | -5 | -2 | -6 | -7 | 0 | -2 | 7 | 3 | -4 | 4
30 | Cc1c(OCC(=O)NCCCN2CCOCC2)ccc2c3c(c(=O)oc12)CCC3 | 8 | -20 | -64 | -5 | -1 | -4 | -1 | -32 | -9 | -15
31 | COc1cccc(NC(=O)COC(=O)c2ccc(F)cc2F)c1 | -7 | -3 | -5 | 4 | -2 | -5 | -1 | 1 | 2 | 6
32 | Brc1ccc2oc3c(N4CCOCC4)ncnc3c2c1 | 3 | -5 | -3 | -6 | 1 | -5 | -1 | -3 | 7 | 1
33 | Cc1cc(C(=O)NC2CCCC2)on1 | -6 | -2 | -10 | 7 | 0 | -4 | -10 | 1 | -1 | 1
34 | CC1(C(=O)Nc2ccc3c(c2)OCCO3)CSCC(=O)N1Cc1ccco1 (stereo not given) | -2 | -5 | -14 | -1 | 3 | 0 | -2 | -1 | -3 | 1
35 | Cc1cc(NC(=O)CSCC(=O)OC(C)C(=O)c2cc(C)c(C)cc2C)no1 (stereo not given) | 5 | 1 | -2 | 13 | -3 | 0 | -3 | 0 | -5 | 5
36 | CN(C)CCCNC(=O)c1cc(C(=O)c2c(Cl)cccc2Cl)c[nH]1 | -7 | -6 | -5 | -2 | 3 | -3 | -8 | -2 | 6 | 2
37 | CC(=O)Nc1ccc(NC(=O)CCc2c(C)noc2C)cc1 | 11 | -5 | -7 | 1 | 4 | -1 | 20 | -9 | -5 | -3
38 | O=C(NCCc1ccccc1)N1CCCC(CNS(=O)(=O)Cc2ccccc2)C1 (stereo not given) | 16 | 4 | 1 | 4 | 8 | -5 | 9 | 1 | 4 | 2
39 | O=C(COC(=O)c1ccc(Br)o1)NCC1CCCCC1 | -2 | 1 | -1 | 2 | -1 | 0 | -15 | 1 | 1 | -5
40 | COC(=O)c1cc(NC(=O)Nc2cccc(Cl)c2)ccc1Cl | 14 | 8 | 20* | -195 | -1 | 1 | 12 | 2 | -15 | -8
41 | CCOc1ccc(-c2nnn(CC(=O)NCCc3c[nH]c4ccccc34)n2)cc1 | 6 | 2 | 8 | 12 | -1 | 5 | -1 | 0 | -3 | -2
42 | Cc1ccc2nc(-c3ccc(NC(=O)COC(=O)c4ccc([N+](=O)[O-])o4)cc3)sc2c1 | -11 | -111 | -382 | -4 | -41 | -1 | 5 | -45 | 5 | -1
43 | CCOC(=O)c1c(NC(=O)CSc2nnc(CNc3ccc(F)cc3)o2)sc(C(C)=O)c1C | -12 | -1 | -9 | 4 | -15 | -2 | 10 | -18 | 6 | 8
44 | COc1ccc(-c2ccc(C(=O)NCc3ccc(C(F)(F)F)cc3)c3occc23)c(C)c1 | 5 | 3 | -7 | -9 | -1 | 10 | -5 | -13 | 6 | -4
45 | CC1(C)Cc2ccccc2-c2nnc(SCC(=O)Nc3nc4ccccc4s3)n21 | -5 | 3 | 18 | -11 | 8 | -6 | -3 | 8 | -1 | -8
46 | O=C(Nc1nc(-c2ccccn2)cs1)C1CCCC1 | 7 | -7 | -2 | -2 | -3 | -2 | -8 | -11 | 4 | 2
47 | Cc1ccc(NC(=O)n2ncc3c(C)cccc32)c(C)c1 | 3 | -3 | -6 | -1 | 11* | 7 | -5 | -2 | 1 | -11

By substructure: those above containing a furan ring, fused or not (six)
# | smiles | ARFGAP1 inh | ADAM17 inh | ADAM10 inh | SIAE inh | PLC-gamma1 inh | DDE Tn7 FP inh | ASAP1 inh | PLC-beta3 inh | DDE Tn6 FP inh | TDP2 absorb
2 | CC(=O)OC1OCCOC1NC(=S)NCc1ccco1 (stereo not given) | -9 | -2 | 0 | 9 | 3 | 1 | -11 | -6 | 4 | -2
32 | Brc1ccc2oc3c(N4CCOCC4)ncnc3c2c1 | 3 | -5 | -3 | -6 | 1 | -5 | -1 | -3 | 7 | 1
34 | CC1(C(=O)Nc2ccc3c(c2)OCCO3)CSCC(=O)N1Cc1ccco1 (stereo not given) | -2 | -5 | -14 | -1 | 3 | 0 | -2 | -1 | -3 | 1
39 | O=C(COC(=O)c1ccc(Br)o1)NCC1CCCCC1 | -2 | 1 | -1 | 2 | -1 | 0 | -15 | 1 | 1 | -5
42 | Cc1ccc2nc(-c3ccc(NC(=O)COC(=O)c4ccc([N+](=O)[O-])o4)cc3)sc2c1 | -11 | -111 | -382 | -4 | -41 | -1 | 5 | -45 | 5 | -1
44 | COc1ccc(-c2ccc(C(=O)NCc3ccc(C(F)(F)F)cc3)c3occc23)c(C)c1 | 5 | 3 | -7 | -9 | -1 | 10 | -5 | -13 | 6 | -4

Screening results deposited in PubChem BioAssay by The Scripps Research Institute Molecular Screening Center.

Outcome played no part in choosing rows. Share with any hit: about 3.6%.
